DENV2 CPE rescue = protects cells from dengue virus 2 cytopathic effect; 1.7% of 350,000 active; CPE inhibition, % at 9.99 µM; DENV2-infected cells, cytopathic effect rescue, plate reader; AID 651640; in the data active means CPE inhibition above about 20%, passing the limit was not always enough; inconclusive means no clear call, values can overlap the other calls; tested in BHK-21 cells;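 further: 0% = median of neutral control wells and 100% = median of positive control wells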
EWS-Fli inh = EWS/Fli transcriptional activity inhibition | 0.67% of 350,000 active | inhibition, % at 12.6 µM | A673 NR0B1-luciferase reporter, viability-normalised | AID 651661;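 active means mean inhibition of at least 50% after viability correction, with every replicate also passing that limit; inconclusive means mean reaches 50% but only one of two replicates passes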;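 further: firefly luciferase signal divided by Alamar Blue viability fluorescence both relative to DMSO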
INS-1E GSIS act = GLuc luminescence reporter in INS-1E cells, primary screen for activators of glucose-dependent secretion of insulin. INS-1E GLuc reporter insulin secretion, 2-3 h. activation, % at 16.6 µM. 0.61% of 370,000 active. AID 743287;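 active means lowest replicate activation of at least 40%, so every replicate reaches that level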;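 further: 0% = median of neutral control wells and 100% = median of IBMX positive control wells; some compounds called inactive have numbers as strong as hits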
CFTR F508del cor = CFTR F508del correction in bronchial cells; CFBE cells, YFP halide quenching; stimulated with forskolin plus potentiator P3; % fluorescence drop versus neutral controls; activity (quench increase), % at 7.58 µM; 0.36% of 350,000 active;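 active means mean added fluorescence quench of at least 8% versus neutral control, with both replicates also reaching 8%; inconclusive means only one of the mean or replicate conditions met; inactive means mean below 8% and not both replicates reaching 8%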;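 further: cells transiently co-express mutant CFTR-F508del with the halide-sensitive YFP; corrector assay measuring rescue of mutant channel to the surface after 24 h compound exposure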
miR122 inh = inhibitors of miR-122 in Huh7 cells. activation (reporter increase), % at 12.5 µM. 0.3% of 340,000 active. Huh7 miR-122 Renilla luciferase sensor, 48 h; neutral wells = 0, positive control = 100. AID 602342;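 active means mean replicate activation score at least 90 and every replicate individually at or above 90; inconclusive means only one of the two criteria met; inactive means neither criterion met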;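 further: higher luciferase means less miR-122 activity so hits act as miR-122 inhibitors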
PAX8 reporter = PAX8 transcriptional activity inhibition; RMG-I TPO-luciferase reporter, SteadyGlo, 24 h; inhibition, % at 12.6 µM; 1.2% of 360,000 active; AID 652154;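 active means mean replicate inhibition at least 60% with every replicate also reaching 60%; inconclusive means only one of the two criteria is met; inactive means mean below 60% and not all replicates reaching 60%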;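 further: luciferase light reporting Pax8 driven TPO promoter activity; plate controls were median of neutral control wells for no effect and mitoxantrone controls for full effect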
FN deposit inh = fibronectin deposition inhibition; 0.086% of 350,000 active; AID 743247; AH1F fibroblasts, Alexa488-fibronectin deposition fluorescence, overnight; inhibition, % at 12.6 µM;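 active means mean inhibition across replicates of 30% or more, regardless of how many single replicates reach that level; inconclusive means mean under 30% yet at least half of replicates reach 30%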;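 further: positive control wells lacked labelled fibronectin entirely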
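Assay system: AH1F fibroblasts / Quantity: 10000 cells per well / Medium: DMEM plus 2% serum, read in PBS / Reagent: labelled fibronectin 24 nM / Dosing: single dose, pinned / Times: 1 h cell attachment, overnight exposure to compound and label / Signal: fluorescence, ex 485 nm, em 525 nm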
Starred values were filed as active, the others as inactive; u = inconclusive; x = not tested or not shown; & = joins results of further samples; [ ] = another dose, or the depositor's remark. Rows are unselected (roughly 3.9% active in at least one column).

SMILES	DENV2 CPE rescue	EWS-Fli inh	INS-1E GSIS act	CFTR F508del cor	miR122 inh	PAX8 reporter	FN deposit inh
C/C=C/c1ccc2c(c1)O[C@@H](CN(C)C(=O)Nc1cccc(F)c1)[C@H](C)CN([C@H](C)CO)S2(=O)=O	-2.2	-1.9	-17.2	8.5*	19.5[16.7 µM]	13.4	x
O=C(COC(=O)CCc1nc2ccccc2s1)Nc1ccc(Cl)cn1	3.0	10.9	4.8	-1.3	34.9	-5.8	0.5
C[C@@H]1CN([C@@H](C)CO)C(=O)c2cc(NC(=O)NC3CCCCC3)ccc2O[C@H]1CN(C)C(=O)NC1CCCCC1	u	-5.3	-5.5	1.4	1.0[16.7 µM]	x	x
CCOC(=O)c1ccccc1NC1CC(=O)N(c2ccccc2C)C1=O (centres undefined)	x	x	x	x	-3.3	-19.8	-6.2
CCCCC/C=C/C1=CC(=O)C[C@H](c2ccc(OC)c(OC)c2)C1	4.6	9.7	-24.7	0.6	-4.1	8.7	-4.1
C[C@@H]1CCCCO[C@@H](CN(C)C(=O)Nc2ccc(C(F)(F)F)cc2)[C@H](C)CN([C@@H](C)CO)C(=O)c2cc(N(C)C)ccc2O1	u	-1.9	-4.3	0.8	-0.8[16.7 µM]	55.2	x
O=C(NC(=S)Nc1ccccc1Br)C1CCCC1	-7.5	x	-26.2	-7.8	-1.6	-97.2	-4.9
Brc1cc2c(cc1Br)OCCOCCOCCO2	-1.3	-1.0	x	-1.6	6.7	-6.2	5.4
Nc1nonc1NC(=O)CSc1ncccc1C(=O)O	0.3	-0.6	2.6	-0.3	-6.2	x	x
O=C(Oc1ccc(-c2csnn2)cc1)c1cccs1	6.8	-0.6	14.1	-3.5	-5.0	-2.0	-1.5
C=CCNC(=O)c1ccc(N(CC=C)S(C)(=O)=O)cc1	x	x	x	x	-7.9	-2.1	2.8
COc1ncccc1C(=O)NC1CCCc2c1cnn2-c1cc(C)cc(C)c1 (centres undefined)	3.0	x	-22.2	-1.6	8.2	-6.6	5.8
Cc1ccccc1NS(=O)(=O)c1nnc(NC(=O)c2ccccc2F)s1	u	8.7	-10.3	1.4	-2.4	-7.6	-10.6
O=C(NC1CCCCC1)N1[C@@H]2CNC[C@H]1C2c1ccc(-c2ccccc2F)cc1 (some centres undefined)	-3.6	-15.3	-14.3	2.8	x	x	-4.5
N#C[C@@H]1[C@@H](c2ccccc2C2=CCCC2)[C@H](CO)N1C(=O)CN1CCOCC1	-10.6	15.3	-2.3	0.8	x	x	-0.5
COc1ccc2[nH]c(C)c(CCNC(=S)Nc3cccc(C)c3C)c2c1	-3.8	-5.2	-17.8	2.7	17.8	4.5	-0.2
C[C@@H]1CCCCO[C@H](CN(C)S(=O)(=O)c2ccc(Cl)cc2)[C@H](C)CN([C@H](C)CO)C(=O)c2cc(NS(=O)(=O)c3ccc(Cl)cc3)ccc2O1	-20.0	6.8	-16.3	-2.2	-11.0[16.7 µM]	50.5	11.7
CC(=O)N(C)C[C@@H]1OCc2ccccc2-c2c(n(C)c3ccccc23)C(=O)N([C@H](C)CO)C[C@H]1C	-6.7	2.6	5.0	0.8	x	x	-6.2
C[C@@H]1CN([C@H](C)CO)C(=O)c2cc(NC(=O)CCC(F)(F)F)ccc2O[C@@H](C)CCCCO[C@@H]1CN(C)Cc1ccncc1	x	4.6	8.5	-1.0	0.6[16.7 µM]	1.1	x
CSC1=NCCN1S(=O)(=O)c1ccccc1	1.1	-0.5	-4.9	-0.9	x	7.4	-21.8
CC(CCc1ccccc1)NS(=O)(=O)c1ccccc1Cl (centres undefined)	-3.8	-8.7	-51.7	1.2	x	-0.8	-12.8
CCCCOc1ccc(C(=O)Nn2c(-c3cccs3)nc3ccccc3c2=O)cc1	x	x	4.5	x	x	7.2	13.0
C[C@@H]1CN([C@@H](C)CO)S(=O)(=O)c2ccc(C#Cc3ccccc3)cc2O[C@@H]1CN(C)C(=O)c1ccccn1	-2.2	1.5	-25.3	0.5	-17.0[16.7 µM]	-8.1	14.7
C#CCOCCOCCOCCNc1nc(N2CCN(C(=O)Cn3cc(CCO)nn3)CC2)nc(N2CCN(C(=O)[C@H](C(C)C)n3cc(CCO)nn3)CC2)n1	-9.6	-3.9	10.3	-0.7	x	-2.7	-26.6
N#Cc1cccc(C(=O)N(CCc2ccccc2)Cc2cccs2)c1	14.2	2.3	-11.7	0.9	5.4	5.1	-0.1
O=C1NC[C@H](CCCCN2C[C@@H](Cc3ccccc3)N(Cc3ccccc3)C(=O)C2=O)N(CCC2CCCCC2)C1=O	2.2	6.0	13.9	1.8	x	11.1	-7.8
CC(OC(=O)Cc1c(F)cccc1Cl)C(=O)NC1CCCCC1C (centres undefined)	4.5	-0.9	17.1	-0.4	-6.9	-23.2	0.6
O=C(COc1ccc(Cl)cc1Cl)NNC(=S)Nc1ccc(F)cc1	x	21.3	-38.4	3.0	8.9	x	x
CCOC(=O)c1nc(-c2ccc(OC)c(OC)c2)no1	-2.7	3.8	14.4	-1.8	x	-10.1	x
O=C(CN1CCN(C(=O)CCC(=O)N2CCC(c3ccccc3)=N2)CC1)Nc1cccc(F)c1	17.1	-4.7	-19.9	0.6	-2.6	6.6	18.3
COc1ccc(CNC(=O)C[C@@H]2CC[C@H](NC(=O)CN(C)C)[C@H](CO)O2)cc1	12.2	3.3	13.0	-1.7	x	4.3	6.1
COc1ccc2c3c([nH]c2c1)[C@@H](CO)N(C(=O)Nc1ccc(F)cc1)CC31CN(Cc2ccccc2OC)C1	4.6	6.8	-12.7	-0.3	x	x	x
COc1cccc(-c2ccc(=O)n(CC(=O)Nc3ccc(C(=O)N4CCCC4)cc3)n2)c1	x	x	x	x	-2.5	18.8	-0.1
Cc1[nH]n(-c2ccc([N+](=O)[O-])cc2)c(=O)c1C=NCCc1c(C)[nH]c2ccccc12	x	x	-21.5	x	-0.8	23.1	1.5
CCN(CC)S(=O)(=O)c1cccc(C(=O)OC2CCOC2=O)c1 (centres undefined)	-5.1	-7.2	9.7	-0.4	x	9.2	-1.5
CCOCCCNC(=O)C(c1ccc(OC)cc1)N(Cc1cccs1)C(=O)c1ccccn1 (centres undefined)	-1.8	2.9	15.5	-0.2	10.3	6.8	x
CCc1cc(=O)oc2cc(C)cc(OC(C)C(=O)NCc3ccncc3)c12 (centres undefined)	0.7	0.8	8.4	0.9	0.1	-11.1	-4.8
CC(C)c1ccc(NC2CCCN(C(=O)CCN3CCCCO3)C2)cc1 (centres undefined)	1.4	10.7	x	4.5	-1.0	x	2.5
CC(=O)Nc1ccc(C(=O)/C=C/c2ccco2)cc1	x	x	7.4	x	-6.0	x	-0.2
CN(C)CC(=O)N1[C@H](CO)[C@@H](c2ccccc2)C12CN(CC1CCOCC1)C2	20.5*	5.9	6.2	1.5	x	-3.7	4.9
O=C(O)C1=C[C@H](c2ccc(C(F)(F)F)cc2)C[C@H](OCc2ccc(CO)cc2)O1	1.5&-2.9	3.5&-9.6	-20.0	-0.1&-3.3	x	3.4&0.5	-8.3
Cc1cc(F)ccc1S(=O)(=O)N1CCCCC1CCNC(=O)C(=O)NCCN1CCOCC1 (centres undefined)	-6.0	7.8	-18.8	3.7	x	22.5	-2.0
CC(C)(C)OC(=O)N1CCCC(C(=O)Nc2cccc(C(=O)NCc3ccccc3)c2)C1 (centres undefined)	-14.6	-4.1	-18.8	-3.5	-0.7	-5.9	-2.9
N#C[C@@H]1[C@H](c2ccc(C3=CCCC3)cc2)[C@H](CO)N1C(=O)c1ccccn1	u	-3.8	0.3	-0.1	x	-23.3	-7.1
O=C1c2ccccc2NC(c2ccco2)N1/N=C/c1ccco1 (centres undefined)	x	-44.5	4.7	-0.7	1.8	-25.8	x
CC1=CSC2=NC(=O)/C(=C\c3cccn3-c3ccccc3)C(=N)N12	x	x	5.1	x	-5.9	8.8	x
Cc1cccc(C)c1-n1nnnc1C(c1ccnc2ccccc12)N(C)Cc1ccccc1 (centres undefined)	-11.4	0.3	1.7	-0.2	x	-28.7	7.1
COc1cccc(N2CC(C)Cn3c2nc2c3c(=O)[nH]c(=O)n2C)c1 (centres undefined)	1.6	-1.5	3.7	2.0	1.9	43.6	-4.0
C/C(N)=C(/C#N)C(=O)CSc1nnnn1-c1ccc(C)cc1C	x	x	-15.5	x	2.4	x	-3.5
O=C(CC1C(=O)NCCN1C(=O)c1ccc([N+](=O)[O-])cc1)Nc1cccc(Cl)c1 (centres undefined)	-4.4	-0.8	2.5	0.9	x	5.8	2.9

The list goes on:
SMILES	DENV2 CPE rescue	EWS-Fli inh	INS-1E GSIS act	CFTR F508del cor	miR122 inh	PAX8 reporter	FN deposit inh
CCC(=O)Nc1ccc2c(c1)C(=O)N(C)C[C@H](OC)[C@H](C)CN(C(=O)Cc1cccnc1)[C@@H](C)CO2	u	5.3	8.5	2.2	-7.6[16.7 µM]	x	1.8
Clc1cccc(OCCN2CCN(CCOc3cccc(Cl)c3)CC2)c1	-2.2	8.2	-20.7	0.9	x	-17.7	0.2
Cc1cccc(CN2CCN(C3CN(Cc4ccc(F)cc4)S(=O)(=O)C3)CC2)c1 (centres undefined)	-5.8	1.0	-12.2	0.2	-1.7	5.4	-2.0
Cc1[nH]c2ccccc2c1C(=O)COC(=O)C(C)C	x	x	20.2	x	-6.1	x	-12.4
COC(=O)Cn1c(=NC(=O)c2ccc(OC)c(OC)c2)sc2cc(OC)ccc21	1.5	1.9	x	x	x	-0.9	1.4
Cc1cc(C(=O)N/N=C/c2ccc3c(c2)OCO3)c2ccccc2n1	1.0	46.6	8.9	19.4*	x	10.9	-8.8
COc1ccc(-c2noc(CN(C)Cc3ccccc3)n2)cc1	u	-4.9	x	-0.7	5.2	10.8	4.1
Cc1ccc(CN2CCSc3ccc(C(=O)NCc4ccccn4)cc32)cc1	-2.2	10.8	3.5	-2.7	30.1	24.2	-15.5
O=C(Cn1ncc2c([nH]c3ccccc32)c1=O)N1CCc2ccccc2C1	6.5	x	-11.4	1.8	-2.5	-1.0	-3.4
O=C1CCC(c2ccccc2)c2ccccc21 (centres undefined)	-4.2	-5.4	-0.5	1.5	1.1	7.1	-7.6

Quoted at random: 5 entries already listed
SMILES	DENV2 CPE rescue	EWS-Fli inh	INS-1E GSIS act	CFTR F508del cor	miR122 inh	PAX8 reporter	FN deposit inh
COC(=O)Cn1c(=NC(=O)c2ccc(OC)c(OC)c2)sc2cc(OC)ccc21	1.5	1.9	x	x	x	-0.9	1.4
Cc1cc(C(=O)N/N=C/c2ccc3c(c2)OCO3)c2ccccc2n1	1.0	46.6	8.9	19.4*	x	10.9	-8.8
Cc1cccc(CN2CCN(C3CN(Cc4ccc(F)cc4)S(=O)(=O)C3)CC2)c1 (centres undefined)	-5.8	1.0	-12.2	0.2	-1.7	5.4	-2.0
CCC(=O)Nc1ccc2c(c1)C(=O)N(C)C[C@H](OC)[C@H](C)CN(C(=O)Cc1cccnc1)[C@@H](C)CO2	u	5.3	8.5	2.2	-7.6[16.7 µM]	x	1.8
O=C(Cn1ncc2c([nH]c3ccccc32)c1=O)N1CCc2ccccc2C1	6.5	x	-11.4	1.8	-2.5	-1.0	-3.4

Four compounds from above, reduced to DENV2 CPE rescue:
| SMILES | DENV2 CPE rescue |
| --- | --- |
| COc1ccc(-c2noc(CN(C)Cc3ccccc3)n2)cc1 | u |
| Clc1cccc(OCCN2CCN(CCOc3cccc(Cl)c3)CC2)c1 | -2.2 |
| Cc1cc(C(=O)N/N=C/c2ccc3c(c2)OCO3)c2ccccc2n1 | 1.0 |
| CCC(=O)Nc1ccc2c(c1)C(=O)N(C)C[C@H](OC)[C@H](C)CN(C(=O)Cc1cccnc1)[C@@H](C)CO2 | u |
